HCMV inh: inhibitors of human cytomegalovirus | HFF cells, HCMV-luciferase reporter, 72 h; active compounds read low | activity change, negative = inhibition, % at 57.5 µM | actives 4.5% (n = 410,000) | AID 1259415; in the data active = activity change below about -60%; inconclusive = no clear call, values can overlap the other calls; inactive = above about -39%
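HFF cells seeded 16 h at 37C, treated with compounds, infected with luciferase-reporter HCMV at MOI 1 PFU/cell; luciferase read at 72 h post infection, normalized to buffer-only and Salinomycin controls.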
AmpC inh detg: blocks E. coli AmpC beta-lactamase in detergent assay; P00811; AmpC hydrolysis of nitrocefin, absorbance 480 nm, 0.01% Triton; Potency, µM (titrated, usually from 114 µM), inactives show top-dose activity change, negative = inhibition, most hits filed as inhibitors; actives 0.041% (n = 370,000);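 also: potency is read from the fitted curve at half-maximal effect; 0% = no-compound wells and -100% = no-enzyme wells; nearly all actives have a fitted effect of over 25% in size; some results filed as inactive show a strong effect at the top dose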
Target sequence (P00811 whole entry, looked up): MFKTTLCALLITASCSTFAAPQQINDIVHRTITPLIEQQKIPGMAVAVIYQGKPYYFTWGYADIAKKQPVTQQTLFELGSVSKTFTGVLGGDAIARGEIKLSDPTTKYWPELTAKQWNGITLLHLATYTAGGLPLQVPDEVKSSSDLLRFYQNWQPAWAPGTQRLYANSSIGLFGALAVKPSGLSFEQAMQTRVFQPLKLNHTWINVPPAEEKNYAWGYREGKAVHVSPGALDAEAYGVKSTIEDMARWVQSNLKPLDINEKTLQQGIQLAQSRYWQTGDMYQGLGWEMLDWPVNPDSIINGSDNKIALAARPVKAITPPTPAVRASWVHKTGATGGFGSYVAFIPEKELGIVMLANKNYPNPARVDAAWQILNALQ
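AmpC (5.3 nM in the dispensed reagent) in 20 mM phosphate pH 7.0 with 0.01% (detergent screen) or 0.0001% Triton X-100 was preincubated with compounds for 15 min at room temperature. Nitrocefin was then added from an 800 uM solution, and hydrolysis was followed at 480 nm.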
HCV inh: inhibitors of hepatitis C virus infection. Huh7.5.1 HCVcc-Cre infection, luciferase reporter, 44 h. Potency, µM (highest dose often 41.8 µM), for the others: at the highest dose activity change, negative = inhibition, most hits filed as inhibitors. actives 3.4% (n = 340,000). AID 651820; also: potency is read from the fitted curve at half-maximal effect
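Cells (1,000/well) were plated 4 h before compound, then infected with HCVcc-Cre virus (~0.5 moi). After 44 h further culture, infection was read as luciferase luminescence following a 15 min substrate incubation at room temperature.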
Sm TGR inh: inhibitors of Schistosoma mansoni thioredoxin glutathione reductase; Q962Y6; purified TGR, DTNB reduction, TNB absorbance 405 nm; Potency, µM (top dose mostly 114 µM), inactives show top-dose activity change, negative = inhibition, actives largely listed as inhibitors; actives 3% (n = 360,000); AID 485364; also: potency is read from the fitted curve at half-maximal effect; nearly all actives have a fitted effect of over 60% in size
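Kinetic colorimetric format: TGR-catalysed, NADPH-driven DTNB reduction monitored via TNB absorbance. Enzyme dispensed at 20 nM; compound exposure 15 min at room temperature before reaction start.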
AmpC no deterg: inhibitors of E. coli AmpC beta-lactamase without detergent | P00811 | AmpC nitrocefin hydrolysis, absorbance 480 nm, 0.0001% Triton | Potency, µM (doses to about 57.1 µM), without a hit: at the top dose activity change, negative = inhibition, hits mostly inhibitors | actives 0.52% (n = 330,000) | AID 485341;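 also: potency is read from the fitted curve at half-maximal effect; plate controls were no compound for no effect and no enzyme for full effect; nearly all actives have a fitted effect of over 20% in size; some results filed as inactive show a strong effect at the top dose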
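AmpC (5.3 nM in the dispensed reagent) in 20 mM phosphate pH 7.0 with 0.01% (detergent screen) or 0.0001% Triton X-100 was preincubated with compounds for 15 min at room temperature. Nitrocefin was then added from an 800 uM solution, and hydrolysis was followed at 480 nm.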
Giardia FBPA inh: blocks Giardia fructose-bisphosphate aldolase activity; A8B2U2; Potency, µM (series often up to 59.6 µM), for inactives: at the top dose activity, negative = inhibition, most hits filed as inhibitors; AID 2451; purified Giardia FBPA; actives 0.71% (n = 290,000); also: potency is read from the fitted curve at half-maximal effect; nearly all actives have a fitted effect of over 55% in size
Target sequence (A8B2U2 whole entry, looked up): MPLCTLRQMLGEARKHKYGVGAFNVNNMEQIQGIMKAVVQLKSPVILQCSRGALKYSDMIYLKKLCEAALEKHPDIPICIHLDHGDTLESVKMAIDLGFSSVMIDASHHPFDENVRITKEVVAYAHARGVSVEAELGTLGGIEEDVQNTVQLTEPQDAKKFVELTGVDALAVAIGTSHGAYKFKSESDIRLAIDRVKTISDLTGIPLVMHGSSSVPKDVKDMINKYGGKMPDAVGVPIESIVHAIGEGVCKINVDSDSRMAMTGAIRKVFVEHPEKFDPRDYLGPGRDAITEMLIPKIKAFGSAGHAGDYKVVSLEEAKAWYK
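40 nM FBPA preincubated 10 min at RT with compound (up to 57.5 uM final), then substrate plus GAPDH/TPI/NAD/arsenate coupling and diaphorase/resazurin added. Fluorescence read after 20 min at RT, 525/598 nm.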
* = called active by the depositor; ? = inconclusive; nt = not tested or not shown; & = joins results of further samples; [ ] = another dose, or the depositor's remark. Unless noted, calls follow the shape of the dose curve; as a rule, active = well fitted curve in the direction sought with a large enough effect; inconclusive = small, poorly fitted or top-dose-only effect, or another doubt; inactive = no such curve, though single readings can be large; an effect the other way counts as inactive or inconclusive. Unless noted, % is scaled to controls: 0 for no effect and ±100 for the full control effect. An unsorted share of the library; 9.9% or so of the library scored in one or more.

Assay codes – A = HCMV inh; B = AmpC inh detg; C = HCV inh; D = Sm TGR inh; E = AmpC no deterg; F = Giardia FBPA inh
1	COc1ccc(CNC(=O)[C@H](C)NC(=O)C2CCN(S(=O)(=O)c3ccc(F)cc3)CC2)cc1
  A: -37; B: -5%; C: 0%; D: 7%; E: 25%; F: -17%

2	COc1ccc(C(=O)NCC(C)(C)N2CCOCC2)cc1S(=O)(=O)N1CCCC1
  A: -4; B: -1%; C: 4%; D: -2%; E: -25%; F: nt

3	Cc1nc(NC(=S)NC(=O)COc2ccccc2Cl)ccc1Br
  A: -22; B: -12%; C: 7%; D: 1%; E: -10%; F: -8%

4	CCCCCCOc1ccc(C(CC(N)=O)C(=O)O)cc1 (stereo not drawn)
  A: 44; B: -1%; C: 7%; D: 7%; E: -14%; F: 5%

5	CCCCNC(=O)CCC(=O)Nc1ncc(-c2ccc(C)cc2)n1C
  A: 3; B: 0%; C: 14%; D: 1%; E: -29%; F: 25%

6	COc1ccc(/C=N\NC(=O)CNC(=O)C(c2ccccc2)c2ccccc2)cc1[N+](=O)[O-]
  A: ?; B: -4%; C: -13%; D: -5%; E: 4µM*; F: -2%

7	CCCn1c(C)cc(/C=C(\C#N)C(=O)OCC(=O)NC(=O)NCC)c1C
  A: -30; B: -12%; C: ?; D: 6%; E: -13%; F: 5%

8	O=C(Nc1ccc(OC(=O)c2cccnc2)cc1)c1cccnc1
  A: 13; B: ?; C: 8%; D: 10%; E: 97%[activator]; F: -1%

9	C/C(=N\N1CCN(C2c3ccccc3-c3ccccc32)CC1)c1ccco1
  A: -28; B: ?; C: 3%; D: -2%; E: 91%[activator]; F: 4%

10	Cc1ccc(NC(=O)CCN2CC(C)OC(C)C2)cc1 (stereo not drawn)
  A: 25; B: ?; C: -3%; D: 0%; E: -14%; F: ?

11	COc1ccc(CNC(=O)C2CCN(S(=O)(=O)c3ccc4nc5c(c(C(=O)O)c4c3)CC(C)CC5)CC2)cc1 (stereo not drawn)
  A: 17&-34; B: 2%&0%; C: 6%; D: -2%&1%; E: -20%; F: nt

12	O=C(Cc1ccc(-n2cccc2)cc1)NCc1cccs1
  A: 33; B: -1%; C: -18%; D: -2%; E: -44%; F: 0%

13	CC(Oc1ccccc1Cl)C(=O)N1CCN(CCc2ccccn2)CC1 (stereo not drawn)
  A: 11; B: 13%; C: nt; D: 0%; E: nt; F: nt

14	COc1ccc(-c2ccc(=O)n(CC(=O)Nc3cc(OC)ccc3OC)n2)cc1
  A: 1; B: 1%; C: nt; D: 3%; E: nt; F: nt

15	Clc1ccc(N2CCCCCC2)nn1
  A: -4; B: ?; C: -2%; D: -34%; E: -14%; F: 0%

16	CCOC(=O)C1C(=O)NC(SC)=C(C#N)C1c1ccccc1F (stereo not drawn)
  A: -25; B: ?; C: 5%; D: 0%; E: -10%; F: 0%

17	CN1CCN(C(=O)C2CCC(=O)N(Cc3cccc(C(F)(F)F)c3)C2)CC1 (stereo not drawn)
  A: -7; B: -8%; C: -6%; D: 7.9µM*; E: 14%; F: nt

18	COc1ccccc1CNC(=O)C(Cc1ccccc1)NS(=O)(=O)c1ccc2c(c1)CCN2C(C)=O (stereo not drawn)
  A: 6; B: 2%; C: nt; D: 1%; E: nt; F: nt

19	COc1ccc(Nc2ccc(S(=O)(=O)N3CCCCC3)cc2[N+](=O)[O-])cc1
  A: -31; B: -4%; C: ?; D: 0%; E: -14%; F: -2%

20	CC1(C)CC(=O)C=C(N2CCN(C3=CC(=O)CC(C)(C)C3)CC2)C1
  A: nt; B: -9%; C: nt; D: 0%; E: -16%; F: 2%

21	Cc1ccc(NC(N)=S)cc1C
  A: ?; B: -8%; C: -1%; D: -2%; E: -5%; F: -12%

22	COc1ccc(-c2cc(C3CC3)nc(SCC(=O)c3cccs3)c2C#N)cc1
  A: -24; B: -2%; C: ?; D: 0%; E: -10%; F: 1%

23	CCOc1ccc(N(CC(=O)Nc2cccc(Cl)c2)S(=O)(=O)c2c(C)noc2C)cc1
  A: 1; B: ?; C: 13µM*; D: -1%; E: -27%; F: -6%

24	COc1cccc(N2CC(NC(=O)c3ccco3)CC2=O)c1 (stereo not drawn)
  A: -19; B: -6%; C: nt; D: 9%; E: nt; F: nt

25	O=C(Cn1nc(C(=O)O)c2ccccc2c1=O)Nc1cccc(S(=O)(=O)N2CCCCC2)c1
  A: -9; B: nt; C: -2%; D: nt; E: -53%; F: nt

26	N#Cc1cc([N+](=O)[O-])ccc1NCCCn1ccnc1
  A: 54; B: -9%; C: 10%; D: -7%; E: -5%; F: 3%

27	COc1ccc(S(=O)(=O)Nc2ccc(C)c(S(=O)(=O)N3CCOCC3)c2)cc1[N+](=O)[O-]
  A: -35; B: 0%; C: ?; D: -2%; E: -18%; F: nt

28	Nc1nc(-c2ccco2)nn1C(=O)c1ccccc1
  A: 67; B: ?; C: -16%; D: 3%; E: -14%; F: 2%

29	Cc1cc(Nc2cccc([N+](=O)[O-])c2)n2c(nc3ccccc32)c1C#N
  A: -100*; B: 2%; C: 6.3µM*; D: 8%; E: -15%; F: ?

30	COc1ccc(-c2csc(N(CCCN(C)C)C(=O)c3ccc(C(C)(C)C)cc3)n2)cc1
  A: -25; B: -3%; C: -19%; D: 9%; E: 82%[activator]; F: -24%

31	Cc1nn(C)c(C)c1CNC(=O)c1cnn2c1NC(c1ccccc1)CC2C(F)(F)F (stereo not drawn)
  A: ?; B: -10%; C: -19%; D: 6%; E: 160%[activator]; F: -7%

32	Cc1ccc(OCC(=O)O/N=C(\N)c2cccc([N+](=O)[O-])c2)cc1C
  A: 96; B: 4%; C: -4%; D: -3%; E: -26%; F: 3%

33	Cn1c(N)c(C(=O)COC(=O)Cc2ccc(Cl)cc2)c(=O)n(C)c1=O
  A: -15; B: -21%; C: -15%; D: 0%; E: -1%; F: nt

34	Cn1c(=O)[nH]c(=O)c2c1nc(CN(Cc1ccccc1)Cc1ccccc1)n2CCN1CCOCC1
  A: -2; B: 6%; C: nt; D: 8%; E: 252%[activator]; F: 6%

35	Cc1ccccc1NC(=O)NC1(C(=O)NCCCN2CCOCC2)CCCCC1
  A: 2; B: ?; C: 18%; D: -4%; E: 0%; F: 1%

36	C=CCn1c(CNC(=O)c2cccs2)nnc1SCC(=O)Nc1ccc(C(=O)O)cc1
  A: 1; B: -10%; C: 5%; D: -9%; E: 10%; F: -5%

37	O=C(NCc1ccco1)C(Cc1ccccc1)NS(=O)(=O)c1cccc2nsnc12 (stereo not drawn)
  A: -22; B: -8%; C: 9%; D: ?; E: -28%; F: 1%

38	Cc1cccc(Cl)c1NC(=S)N1CCN(c2ccc([N+](=O)[O-])cn2)CC1
  A: -14; B: -7%; C: ?; D: 8%; E: -22%; F: -7%

39	COc1ccc(C(C#N)(CC(=O)O)c2cnccn2)cc1OC (stereo not drawn)
  A: -7; B: ?; C: 32%[activator]; D: ?; E: 1%; F: nt

40	COc1cc(/C=C(/C(=O)c2cccs2)c2nc3ccccc3[nH]2)cc(OC)c1O
  A: -102*; B: ?; C: 10µM*; D: 35µM*; E: -8%; F: ?

41	CCCN1CNc2c(c(=O)[nH]c(=S)n2-c2ccc(Cl)cc2)C1
  A: 0; B: 3%; C: -11%; D: -4%; E: -8%; F: -10%

42	O=C(O)c1ccc(-c2ccc(/C=C3\NC(=O)N(Cc4ccc(Cl)cc4)C3=O)o2)cc1Cl
  A: 40; B: 4%; C: -11%; D: nt; E: -35%; F: -10%

43	Cc1ccc(OCC(=O)Nc2ccc3nc(SCC(=O)N4CCOCC4)sc3c2)cc1C
  A: 31; B: 12%; C: nt; D: -2%; E: nt; F: nt

44	Cc1cc(C(=O)N(C)CC(=O)Nc2ccccc2C(F)(F)F)c(C)o1
  A: 17; B: ?; C: 21%; D: -32%; E: 6%; F: 4%

45	COc1cc(NC(=O)CSc2nccn2C)cc(OC)c1OC
  A: 12; B: 1%; C: nt; D: -5%; E: nt; F: nt

46	O=C(NC(=S)Nc1ccc(F)c([N+](=O)[O-])c1)c1ccccc1F
  A: 44; B: 5%; C: -28%; D: -24%; E: -36%; F: -3%

47	O=[N+]([O-])c1cccc(-c2nnc(C34CC5CC(CC(C5)C3)C4)o2)c1
  A: -20; B: 1%; C: 1%; D: -6%; E: -24%; F: 1%

48	CCC(C)n1c(=N)c(C(=O)NC2CCCC2)cc2c(=O)n3ccccc3nc21 (stereo not drawn)
  A: 9; B: -2%; C: nt; D: -3%; E: nt; F: nt

49	C[C@]12CCC(=O)C=C1C=C[C@@H]1[C@@H]2CC[C@@]2(C)[C@H]1CC[C@@]21CCC(=O)O1
  A: ?; B: -4%; C: -5%; D: -16%; E: 8%; F: 5%

50	CC(C)CC(=O)Nc1sc2c(c1C(=O)O)CCCCC2
  A: ?; B: 4%; C: 16%; D: nt; E: -29%; F: -11%

51	CCOc1ccc(CCNC(=O)CCc2c(C)nc3c(c(C)nn3-c3ccc(C)c(C)c3)c2C)cc1
  A: 11; B: -8%; C: nt; D: -2%; E: nt; F: nt

52	Cc1cccc(OCC(=O)N2CCC(c3nc4ccccc4o3)CC2)c1C
  A: -24; B: 20%; C: nt; D: 5%; E: nt; F: nt

53	O=C(CSc1ccc2nnc(-c3cccnc3)n2n1)N1CCc2ccccc21
  A: nt; B: ?; C: 6%; D: -6%; E: -8%; F: 7%

54	COc1ccc(/C=C/C(=O)OCC(=O)NCc2ccco2)cc1OC
  A: 34; B: ?; C: 0%; D: -6%; E: -20%; F: 0%

55	O=C1CSC(c2cn(-c3ccccc3)nc2-c2cc3ccccc3oc2=O)N1Cc1ccccc1 (stereo not drawn)
  A: -25; B: -3%; C: 13µM*; D: -8%; E: -24%; F: -11%

56	CSc1nnc(NC(=O)c2cc3ccccc3oc2=O)s1
  A: 40; B: ?; C: 13%; D: 4%; E: -20%; F: 3%

Five entries out of the list, arranged by length of the SMILES, largest number first.
Assay codes – A = HCMV inh; B = AmpC inh detg; C = HCV inh; D = Sm TGR inh; E = AmpC no deterg; F = Giardia FBPA inh
49	C[C@]12CCC(=O)C=C1C=C[C@@H]1[C@@H]2CC[C@@]2(C)[C@H]1CC[C@@]21CCC(=O)O1
  A: ?; B: -4%; C: -5%; D: -16%; E: 8%; F: 5%

51	CCOc1ccc(CCNC(=O)CCc2c(C)nc3c(c(C)nn3-c3ccc(C)c(C)c3)c2C)cc1
  A: 11; B: -8%; C: nt; D: -2%; E: nt; F: nt

55	O=C1CSC(c2cn(-c3ccccc3)nc2-c2cc3ccccc3oc2=O)N1Cc1ccccc1 (stereo not drawn)
  A: -25; B: -3%; C: 13µM*; D: -8%; E: -24%; F: -11%

52	Cc1cccc(OCC(=O)N2CCC(c3nc4ccccc4o3)CC2)c1C
  A: -24; B: 20%; C: nt; D: 5%; E: nt; F: nt

50	CC(C)CC(=O)Nc1sc2c(c1C(=O)O)CCCCC2
  A: ?; B: 4%; C: 16%; D: nt; E: -29%; F: -11%
